From PubChem
M1 PAM: human CHRM1 positive allosteric modulation; P11229; CHO-K1 hM1, Fluo-8 calcium fluorescence, ACh EC20; 0% = ACh EC20, 100% = maximal ACh; activation, % at 3 µM; hit rate 0.088% among 360,000; AID 588819; in the data active = activation above about 19%, passing the limit was not always enough
Target sequence (P11229 whole entry, looked up): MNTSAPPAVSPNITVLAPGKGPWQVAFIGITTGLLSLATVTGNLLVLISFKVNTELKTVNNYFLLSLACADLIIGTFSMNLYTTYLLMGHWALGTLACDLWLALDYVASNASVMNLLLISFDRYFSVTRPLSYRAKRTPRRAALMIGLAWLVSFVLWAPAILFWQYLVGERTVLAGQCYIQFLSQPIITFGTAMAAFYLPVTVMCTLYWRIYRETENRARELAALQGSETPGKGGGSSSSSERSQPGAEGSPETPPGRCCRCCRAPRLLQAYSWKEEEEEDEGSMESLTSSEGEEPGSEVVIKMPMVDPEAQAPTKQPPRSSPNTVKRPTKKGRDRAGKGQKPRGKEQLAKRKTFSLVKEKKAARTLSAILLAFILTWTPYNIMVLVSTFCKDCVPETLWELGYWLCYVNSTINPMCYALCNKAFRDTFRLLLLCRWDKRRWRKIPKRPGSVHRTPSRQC
OXTR potentiator: potentiates the human oxytocin receptor response; activation, % at 3 µM; hit rate 0.061% among 320,000; CHO-OTR cells, Fluo-8 calcium fluorescence, potentiator mode; 0% = oxytocin EC15, 100% = EC100;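 active = activation above that plate's cutoff, the mean activation of tested compounds plus 3 SD, cut at about 6.6% in these data, passing the limit was not always enough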;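 also: 100% uses oxytocin at 75 nM as the full agonist control; some results filed as inactive read as strong as hits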
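Material: CHO-OTR cells, human receptor; compound dosing: single dose, 3.0 µM nominal final compound concentration; schedule: 6 min compound pre-incubation at room temperature, 100 s kinetic read; measured by: kinetic Fluo-8 calcium fluorescence; read-out basis: % activation vs EC15 and EC100 oxytocin; controls: EC15 oxytocin alone as 0%, 75 nM oxytocin as 100%; replicates: singlicate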
M1 antag: antagonists of human M1 muscarinic receptor | P11229 | inhibition, % at 3 µM | hit rate 1.3% among 360,000 | CHO-K1 hM1, Fluo-8 calcium fluorescence, ACh EC80 antagonist;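 active = percent inhibition above its own plate's cutoff, namely the mean of that plate's compound wells plus 3 SD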;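 also: peak over basal fluorescence ratio during 140 s after agonist addition; 0% = ACh EC80 plus DMSO and 100% = DMSO alone without agonist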
CHRM4 antagonist: CHRM4 antagonism in calcium assay. P08173. hit rate 0.73% among 360,000. CHO-hM4 cells, ACh EC80, Fluo-8 calcium fluorescence. inhibition, % at 3 µM;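 active = inhibition above its plate's cutoff, the mean inhibition of sample wells plus 3 SD, cut at about 27% in these data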;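 also: 0% = acetylcholine EC80 with DMSO and 100% = DMSO without agonist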
Target sequence (P08173 whole entry, looked up): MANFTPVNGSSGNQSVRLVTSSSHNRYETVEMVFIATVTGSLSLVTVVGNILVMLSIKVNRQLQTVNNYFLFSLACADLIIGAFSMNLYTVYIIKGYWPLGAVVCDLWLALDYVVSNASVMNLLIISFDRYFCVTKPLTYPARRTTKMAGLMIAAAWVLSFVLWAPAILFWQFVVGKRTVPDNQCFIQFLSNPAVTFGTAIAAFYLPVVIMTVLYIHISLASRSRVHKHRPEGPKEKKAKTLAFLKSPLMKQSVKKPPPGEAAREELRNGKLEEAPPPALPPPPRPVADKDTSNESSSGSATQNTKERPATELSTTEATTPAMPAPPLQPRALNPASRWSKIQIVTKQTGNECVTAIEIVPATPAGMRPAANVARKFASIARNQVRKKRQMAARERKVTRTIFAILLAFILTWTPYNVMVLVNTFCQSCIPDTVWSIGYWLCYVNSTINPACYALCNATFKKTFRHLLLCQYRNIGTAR
CHO-K1 Ca antag: M1 antagonist counterscreen hit in parental CHO-K1 cells. AID 602250. hit rate 0.6% among 360,000. inhibition, % at 3 µM. ATP-induced calcium, Fluo-8 fluorescence;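 active = inhibition above a per-plate cutoff, the plate's mean sample inhibition plus 3 SD, cut at about 24% in these data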;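 also: 0% = DMSO plus EC80 ATP and 100% = DMSO alone without ATP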
CHRM4 agonist: agonists of human muscarinic M4 receptor (CHRM4). P08173. CHO-K1 hM4/Gqi5, Fluo-8 calcium fluorescence; vehicle 0%, full acetylcholine response 100%. activation, % at 3 µM. hit rate 0.14% among 360,000. AID 624127;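 active = activation above the run mean over all test wells plus 3 SD, cut at about 32% in these data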;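 also: peak over basal fluorescence ratio per well then scaled between controls; 0% = DMSO wells and 100% = acetylcholine at EC100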
CHO-K1 Ca ag: counter-screen for M1 agonists: effect in parental CHO-K1 cells; Fluo-8 calcium fluorescence; scaled to maximal ATP response, vehicle zero; activation, % at 3 µM; hit rate 0.48% among 360,000; in the data active = activation above about 15%;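 also: untransfected CHO-K1 host cells lacking M1 receptor as counterscreen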
CHRM1 agonist: agonists of human M1 muscarinic receptor | P11229 | CHO-K1 hM1, Fluo-8 calcium fluorescence, agonist mode; 0% DMSO, 100% acetylcholine EC100 | activation, % at 3 µM | hit rate 0.33% among 360,000 | AID 588814;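 active = activation above the run's mean compound activation plus 3 SD, cut at about 16% in these data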;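 also: peak over basal fluorescence ratio within a 140 s kinetic read after compound addition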
CHO parental Ca: counter-screen for OX1R antagonists: effect in parental CHO cells; parental CHO-K1, ATP-induced calcium, Fluo-8 fluorescence; inhibition, % at 5.6 µM; hit rate 0.63% among 330,000; AID 463079;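 active = inhibition above that plate's mean sample inhibition plus 3 SD, cut at about 26% in these data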;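 also: 0% = ATP-challenged DMSO wells and 100% = DMSO wells without ATP; some compounds past the cut are filed as inactive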
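Test system: parental CHO cells; detection: calcium-sensitive Fluo-8 fluorescence; evaluation: percent inhibition of calcium signal; also added: ATP as calcium-mobilizing challenge; repeats: one well per compound; control set: ATP-challenged DMSO wells low, unchallenged DMSO wells high; compound: single nominal dose of 5.6 µM per compound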
Starred values were filed as active, the others as inactive; x = no result given.

The opening 15 compounds as a preview:
1) CC(=O)Nc1ccc(NC(=O)CN(c2cccc([N+](=O)[O-])c2)S(C)(=O)=O)cc1
2) COCc1nnc(NC(=O)c2ccc(OC)cc2OC)s1
3) CCCCn1nnnc1SCC(=O)N1CCOCC1
4) CCC(=O)N1CCc2cc(-c3csc(NC(=O)c4ccco4)n3)ccc21
5) COc1ccc(S(=O)(=O)NCC2CCCN(C(=O)CCC(F)(F)F)C2)cc1 (stereo not given)
6) COc1cccc(C2C(C(=O)c3cccs3)=C(O)C(=O)N2CCN2CCOCC2)c1 (stereo not given)
7) Cc1occc1C(=O)NNC(=O)Cc1ccccc1
8) COc1ccc(C)c(S(=O)(=O)Nc2ccc(OCC(=O)O)cc2)c1
9) CCOC(=O)CC(=O)CSc1nc2c(sc(=S)n2-c2ccc(OCC)cc2)c(=O)[nH]1
10) COC(=O)C1=C(C(=O)OC)[C@@H]2Nc3ccccc3[C@@]23C[C@@H](C(=O)OC)N(C(=O)COCc2ccccc2)C3=N1

assay / compound	1	2	3	4	5	6	7	8	9	10
M1 PAM	11	6	7	7	12	5	9	12	-2	7
OXTR potentiator	-6	-6	-12	-6	-5	1	4	-1	-9	-3
M1 antag	-12	3	-15	-12	-11	-6	-11	-9	4	-8
CHRM4 antagonist	2	0	5	7	-7	-19	-3	-5	13	3
CHO-K1 Ca antag	-2	5	-20	-10	-2	-10	-3	-8	0	-11
CHRM4 agonist	1	1	1	7	0	1	1	0	-2	0
CHO-K1 Ca ag	0.6	-0.2	0.4	4.2	-0.2	1.3	1.5	0.2	0.0	0.1
CHRM1 agonist	-1	-2	-3	0	0	-8	0	-2	-1	-4
CHO parental Ca	-1	9	-4	-9	-8	7	-8	-6	-8	-13

11) O=C(CSc1ccc(-c2nc3ccccc3[nH]2)cn1)Nc1ccc(S(=O)(=O)N2CCCC2)cc1
12) CN(/N=C/c1ccncc1)C1=NS(=O)(=O)c2ccccc21
13) N#Cc1c(N2CCN(c3ccc([N+](=O)[O-])cc3)CC2)[n+](=O)c2ccc(Cl)cc2n1[O-]
14) N#Cc1ccc(OCC(O)CS(=O)(=O)c2ccc(F)cc2)cc1 (stereo not given)
15) COc1ccc(NC(=O)[C@@H]2CCCN2C(=O)c2cccs2)cc1S(=O)(=O)N1CCCCC1

assay / compound	11	12	13	14	15
M1 PAM	-11	5	-2	3	8
OXTR potentiator	-8	-11	x	-3	-1
M1 antag	20	-11	8	1	-10
CHRM4 antagonist	7	1	-16	8	-5
CHO-K1 Ca antag	4	-8	-7	-15	-13
CHRM4 agonist	10	1	4	0	2
CHO-K1 Ca ag	5.3	0.7	1.4	1.1	0.2
CHRM1 agonist	-7	-4	-2	-3	-4
CHO parental Ca	-8	8	x	0	-1

All compounds of this part, repeating the preview:
1) CC(=O)Nc1ccc(NC(=O)CN(c2cccc([N+](=O)[O-])c2)S(C)(=O)=O)cc1
2) COCc1nnc(NC(=O)c2ccc(OC)cc2OC)s1
3) CCCCn1nnnc1SCC(=O)N1CCOCC1
4) CCC(=O)N1CCc2cc(-c3csc(NC(=O)c4ccco4)n3)ccc21
5) COc1ccc(S(=O)(=O)NCC2CCCN(C(=O)CCC(F)(F)F)C2)cc1 (stereo not given)
6) COc1cccc(C2C(C(=O)c3cccs3)=C(O)C(=O)N2CCN2CCOCC2)c1 (stereo not given)
7) Cc1occc1C(=O)NNC(=O)Cc1ccccc1
8) COc1ccc(C)c(S(=O)(=O)Nc2ccc(OCC(=O)O)cc2)c1

assay / compound	1	2	3	4	5	6	7	8
M1 PAM	11	6	7	7	12	5	9	12
OXTR potentiator	-6	-6	-12	-6	-5	1	4	-1
M1 antag	-12	3	-15	-12	-11	-6	-11	-9
CHRM4 antagonist	2	0	5	7	-7	-19	-3	-5
CHO-K1 Ca antag	-2	5	-20	-10	-2	-10	-3	-8
CHRM4 agonist	1	1	1	7	0	1	1	0
CHO-K1 Ca ag	0.6	-0.2	0.4	4.2	-0.2	1.3	1.5	0.2
CHRM1 agonist	-1	-2	-3	0	0	-8	0	-2
CHO parental Ca	-1	9	-4	-9	-8	7	-8	-6

9) CCOC(=O)CC(=O)CSc1nc2c(sc(=S)n2-c2ccc(OCC)cc2)c(=O)[nH]1
10) COC(=O)C1=C(C(=O)OC)[C@@H]2Nc3ccccc3[C@@]23C[C@@H](C(=O)OC)N(C(=O)COCc2ccccc2)C3=N1
11) O=C(CSc1ccc(-c2nc3ccccc3[nH]2)cn1)Nc1ccc(S(=O)(=O)N2CCCC2)cc1
12) CN(/N=C/c1ccncc1)C1=NS(=O)(=O)c2ccccc21
13) N#Cc1c(N2CCN(c3ccc([N+](=O)[O-])cc3)CC2)[n+](=O)c2ccc(Cl)cc2n1[O-]
14) N#Cc1ccc(OCC(O)CS(=O)(=O)c2ccc(F)cc2)cc1 (stereo not given)
15) COc1ccc(NC(=O)[C@@H]2CCCN2C(=O)c2cccs2)cc1S(=O)(=O)N1CCCCC1
16) CC1CCN(C(=O)CCCC(=O)N2CCC(C)CC2)CC1

assay / compound	9	10	11	12	13	14	15	16
M1 PAM	-2	7	-11	5	-2	3	8	3
OXTR potentiator	-9	-3	-8	-11	x	-3	-1	1
M1 antag	4	-8	20	-11	8	1	-10	0
CHRM4 antagonist	13	3	7	1	-16	8	-5	6
CHO-K1 Ca antag	0	-11	4	-8	-7	-15	-13	1
CHRM4 agonist	-2	0	10	1	4	0	2	0
CHO-K1 Ca ag	0.0	0.1	5.3	0.7	1.4	1.1	0.2	0.1
CHRM1 agonist	-1	-4	-7	-4	-2	-3	-4	-2
CHO parental Ca	-8	-13	-8	8	x	0	-1	-9

17) CCOc1ccccc1NC(=O)CSc1nnc(CNC(=O)COc2ccc(Cl)cc2)o1
18) Cc1cc(C)cc(NC(=O)CSc2nnc(-c3cc(C)[nH]n3)n2N)c1
19) C(#Cc1ccccc1)C[N+]1(CC#Cc2ccccc2)CCCCC1
20) O=C(Nc1cccc(F)c1)c1cc(-c2ccco2)nc2ccccc12
21) O=C(c1ccco1)N1CCN(C(=O)c2cccc3c2C(=O)N(Cc2cccnc2)C3)CC1
22) CC/C(=N\NC(=O)CCC(=O)NCc1ccccc1)c1ccc(O)cc1
23) Cc1cccc(-c2nc(CNC(=O)c3ccco3)cs2)c1
24) CC(C)Cc1ccc(S(=O)(=O)N2CCCC2)cc1

assay / compound	17	18	19	20	21	22	23	24
M1 PAM	0	10	-36	11	8	13	17	-19
OXTR potentiator	-1	0	-11	-2	-7	-3	-7	-2
M1 antag	1	-18	60*	-4	-9	-9	-12	6
CHRM4 antagonist	2	8	33*	-5	0	-6	-9	12
CHO-K1 Ca antag	-19	-16	4	-8	-4	16	-5	0
CHRM4 agonist	1	1	1	2	1	0	1	-2
CHO-K1 Ca ag	1.0	0.1	-0.7	0.2	1.1	-0.6	0.0	0.0
CHRM1 agonist	-5	-2	-14	0	-3	-2	1	-8
CHO parental Ca	-21	-11	6	-6	-5	7	-8	-7

25) Cc1ccc(C(=O)Nc2ccc(Nc3ccccc3)cc2)cc1Br
26) O=S1(=O)N[C@H](Cc2ccccc2)COc2cc(N3CCSCC3)ccc21
27) CCS(=O)(=O)NCCNc1ccc([N+](=O)[O-])cc1
28) C[C@H]1CN=C(Nc2ccccc2)N1CC1CCCCC1
29) O=S(=O)([N-]c1nc2ccccc2nc1-[n+]1ccc(CCCc2ccccc2)cc1)c1cccs1
30) COc1ccc(NC(=O)c2cccc(NC3=NC4CS(=O)(=O)CC4S3)c2)cc1Cl (stereo not given)
31) Cn1c(=O)[nH]c(=O)c2c1nc(CN1CCN(c3ccccc3F)CC1)n2CCc1ccccc1
32) CCN(CC)S(=O)(=O)c1cc(NS(=O)(=O)c2cccc(Cl)c2)ccc1C

assay / compound	25	26	27	28	29	30	31	32
M1 PAM	4	x	-2	10	19	3	1	0
OXTR potentiator	2	x	-11	-9	-1	2	-1	-9
M1 antag	-9	x	6	-9	-7	4	2	1
CHRM4 antagonist	-16	0	-1	-2	2	-9	-4	2
CHO-K1 Ca antag	-16	-3	-8	-19	18	12	-2	-2
CHRM4 agonist	0	2	1	1	1	0	1	2
CHO-K1 Ca ag	0.2	2.1	0.1	0.8	0.1	0.5	0.6	1.9
CHRM1 agonist	-4	x	-4	-9	0	-4	-1	-2
CHO parental Ca	-13	x	2	-15	-22	-2	-10	-18

33) CSCC[C@H](NC(=O)[C@H](Cc1ccccc1)n1c(=O)[nH]c2ccccc2c1=O)C(=O)N1CCC[C@@H]1C(=O)O
34) CCNc1nc(CC)nc2c1oc1ccccc12
35) Cc1ccc2nc(-c3ccccc3)c(NC(=O)c3ccco3)n2c1
36) CC[C@H](C)[C@@H]1NC(=O)c2cc([N+](=O)[O-])cc(F)c2NCCCC[C@@H](C(N)=O)NC(=O)[C@H](CC(N)=O)NC1=O
37) O=C(NC1CCCC1)C(c1cccs1)N(C(=O)c1csnn1)c1ccccc1F (stereo not given)
38) COc1ccc(N2CC(C(=O)Nc3ccc(N4CCOCC4)cc3)CC2=O)cc1 (stereo not given)
39) O=S(=O)(c1cc(Cl)ccc1Cl)N1CCN(Cc2ccco2)CC1
40) COc1ccc(NS(=O)(=O)c2cc(NC(=O)c3cccs3)ccc2N2CCOCC2)cc1

assay / compound	33	34	35	36	37	38	39	40
M1 PAM	2	7	5	3	3	7	6	1
OXTR potentiator	-5	-1	4	5	-2	-5	-1	-10
M1 antag	-5	-15	-5	9	-1	-6	-8	-6
CHRM4 antagonist	-11	-2	1	1	2	-4	-2	1
CHO-K1 Ca antag	1	-24	-10	-11	-14	-2	-5	-8
CHRM4 agonist	1	3	1	-1	3	0	1	2
CHO-K1 Ca ag	-0.2	0.9	0.6	0.1	1.1	-0.1	0.3	0.9
CHRM1 agonist	-3	-10	-3	-5	-6	-1	-3	-7
CHO parental Ca	0	-3	-17	-7	-11	-12	-20	-11

41) CC1(C)Cc2c(sc3c2C(=O)N(c2ccccc2)C2=NCCCN23)CO1
42) COc1cc(OC)c2c(-c3ccccc3)cc(=O)oc2c1C(CCN1CCCC(C)C1)c1ccc2c(c1)OCO2 (stereo not given)
43) COCCN1C=C2C(=O)C(C)(OC(=O)C3CCCC3)C(=O)C=C2C=C1c1ccsc1 (stereo not given)
44) CC(=O)Nc1cccc(OCc2ccc(S(=O)(=O)Cc3ccccc3)cc2)c1
45) C=CCn1c(=S)[nH]c2sc3c(c2c1=O)CCCC3

assay / compound	41	42	43	44	45
M1 PAM	2	-2	1	-11	6
OXTR potentiator	-2	-6	-1	-13	-3
M1 antag	-2	5	-1	4	-18
CHRM4 antagonist	0	7	3	-11	2
CHO-K1 Ca antag	-9	-1	-14	0	0
CHRM4 agonist	0	9	3	24	-1
CHO-K1 Ca ag	0.6	3.4	0.7	12	1.0
CHRM1 agonist	-7	-6	-9	0	-9
CHO parental Ca	-13	5	0	-3	-10
